GSK3 alpha inh – blockers of GSK3A enzyme activity – biochemical, luminescence, cell-free homogeneous, HTS, primary screen | AID 2650, 2010 | GSK-3 alpha kinase, ADP-Glo luminescence, 60 min | Glycogen synthase kinase-3 alpha (Homo sapiens), P49840 | inhibition, % at 10 µM | 320,000 tested, 0.1% active;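 in the data active = inhibition above about 50%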;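 note: GST-tagged GSK-3 alpha with peptide substrate and 25 µM ATP; 0% = DMSO neutral wells and 100% = GW8510 positive control wells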
Target sequence (P49840 whole entry, looked up): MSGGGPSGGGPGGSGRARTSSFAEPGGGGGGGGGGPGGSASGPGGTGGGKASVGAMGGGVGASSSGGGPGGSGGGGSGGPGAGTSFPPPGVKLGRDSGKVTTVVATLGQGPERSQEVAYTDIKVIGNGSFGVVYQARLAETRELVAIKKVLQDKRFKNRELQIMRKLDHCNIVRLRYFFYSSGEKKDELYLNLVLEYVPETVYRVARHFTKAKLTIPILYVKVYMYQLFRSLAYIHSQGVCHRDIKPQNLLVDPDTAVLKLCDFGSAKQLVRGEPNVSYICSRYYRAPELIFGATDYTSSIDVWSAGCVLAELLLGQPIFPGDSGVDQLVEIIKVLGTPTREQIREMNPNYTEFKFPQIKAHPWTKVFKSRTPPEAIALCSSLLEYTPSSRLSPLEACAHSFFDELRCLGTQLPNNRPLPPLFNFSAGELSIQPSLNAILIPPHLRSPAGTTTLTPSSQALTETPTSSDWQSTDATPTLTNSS
An asterisk follows results filed as active. Only part of the results is shown (hit frequency here may not be typical).

SMILES | GSK3 alpha inh
C#CCOCCOCCOCCNc1nc(N2CCN(C(=O)Cn3cc(CCCN=C(N)N)nn3)CC2)nc(N2CCN(C(=O)[C@H](CCCCN)n3cc(CCCC)nn3)CC2)n1 | 3.5
O=C(COC(=O)c1ccc(S(=O)(=O)N2CCOCC2)cc1)Nc1ccccc1OC(F)F | 3.8
CCCCCn1nc(C(=O)N2CCc3ccccc32)c2ccccc2c1=O | -0.3
COc1ccc(S(=O)(=O)Nc2cccc3c2O[C@H](CN(C)Cc2ccc(Oc4ccccc4)cc2)[C@@H](C)CN([C@H](C)CO)C3=O)cc1 | -1.1
CC[C@H](C)[C@H](NC(=O)c1ccc(Cl)cc1)C(=O)OCC(=O)c1c(N)n(C)c(=O)n(C)c1=O | 1.8
COc1ccc(S(=O)(=O)N2CCCCCC2)cc1C(=O)OCC(=O)NC1CCS(=O)(=O)C1 (stereo not drawn) | -0.6
COc1ccc(S(=O)(=O)Nc2ccc(-c3ccc4nnc(C)n4n3)cc2)c(OC)c1 | 3.4
COc1ccccc1OCC(=O)Nc1cc(S(=O)(=O)N2CCOCC2)ccc1N1CCCCC1 | -1.7
O=C(CN1C(=O)NC2(CCCc3ccccc32)C1=O)c1ccccc1F (stereo not drawn) | -2.7
N#Cc1ccc(CN2CCN(C(=O)CNS(=O)(=O)c3ccc4c(c3)OCCCO4)CC2)cc1 | -1.7
Cc1cc(Br)ccc1NC(=O)CN(C)C(=O)C1=COCCO1 | 0.9
Cc1cccc(C(=O)OCC(=O)NC(C)C2CC3CCC2C3)c1O (stereo not drawn) | -1.1
N#Cc1ccc(OCC(=O)Nc2ccc(N3CCCC3)cc2)cc1 | -0.6
Cc1c(NS(=O)(=O)c2cccc(C(=O)N3CCC(C(N)=O)CC3)c2)c(=O)n(-c2ccccc2)n1C | -1.1
COC(=O)[C@]1(Cc2ccccc2)N[C@H](CN(C)S(=O)(=O)c2ccc(F)cc2)[C@@H]2C(=O)N(Cc3ccccc3)C(=O)[C@@H]21 | -4.0
O=C(C[C@@H]1C/C=C/CC[C@H](Cc2ccc(F)cc2)C(=O)OC[C@@H](Cc2ccccc2)NC1=O)N[C@H](CO)Cc1ccccc1 | -3.7
CC1(C)Cc2cccc(OCC(=O)NCc3ccccc3F)c2O1 | -0.8
CN(C)C(CNC(=O)c1cccc(S(=O)(=O)Nc2ccccc2Cl)c1)c1ccco1 (stereo not drawn) | 11.0
CC1CCCC(C)N1C(=O)COC(=O)c1ccc(S(=O)(=O)N(C)c2ccccc2)cc1 (stereo not drawn) | -2.7
CCN(c1ccc(NC(=O)COC(=O)c2ccc([N+](=O)[O-])o2)cc1)C(C)C | -0.3
CCc1cc2c(SCC(=O)NCC3CCCO3)ncnc2s1 (stereo not drawn) | -5.2
CC(=O)c1ccc(N2CCN(CC(=O)N(C3CC3)C3CCS(=O)(=O)C3)CC2)c(F)c1 (stereo not drawn) | -0.1
O=C(NCc1ccco1)c1cc(S(=O)(=O)N2CCCCC2)ccc1Cl | -3.7
N#CCCN(C(=O)CSc1nc2ccccc2c(=O)[nH]1)c1ccc(F)cc1 | -2.7
O=C1C=C(c2ccc3[nH]ccc3c2)C[C@@H](c2ccc(F)cc2)C1 | -1.6
Cc1ccc(-c2csc(NC(=O)c3c(C)noc3C)n2)cc1 | 16.7
Cc1nc(SCc2nc3c(C)cccc3[nH]2)c2oc3ccccc3c2n1 | -3.0
COC(=O)C1=C(C)N(Cc2ccccc2)C(=S)N[C@H]1c1ccc(Br)cc1 | -2.9
CCCCn1c(N)c(N(CC)C(=O)c2ccc(-c3ccc(Cl)cc3)o2)c(=O)[nH]c1=O | -0.8
CCc1ccc(-n2c(SCC(=O)NC3CCS(=O)(=O)C3)nc3ccccc3c2=O)cc1 (stereo not drawn) | 0.8
COCc1c(C(=O)N2CCN(CCOc3ccccc3)CC2)oc2ccccc12 | 0.8
Oc1c(CN2CCCC2)cc(COCc2ccccc2)c2cccnc12 | -0.9
C#CCOCCOCCOCCNc1nc(N2CCN(C(=O)CCCCCCCCCCNC(=O)[C@H](CO)n3cc(CCCSC)nn3)CC2)nc(N2CCN(C(=O)CCCCCCCCCCNC(=O)[C@H](CCCCN)n3cc(CCO)nn3)CC2)n1 | 14.7
COc1ccc(S(=O)(=O)N2CCCCC2)cc1NC(=O)CNc1ccccc1C(C)=O | -1.0
O=C(COC(=O)c1ccccc1F)Nc1ccc(S(=O)(=O)N2CCOCC2)cc1 | 1.6
C=CC(C)(C)O[C@@H]1O[C@H](CO)[C@@H](O)[C@H](O)[C@H]1O | -1.9
CCCCN1C(=O)C(=O)N(CC(=O)c2ccc3c(c2)CCCC3)C1=O | -5.2
CN1CCN(C(=O)CCCN2C(=O)/C(=C/c3ccc(Cl)cc3)SC2=S)CC1 | -1.3
C#CCOCCOCCOCCNc1nc(N2CCN(C(=O)[C@H](CCCCN)n3cc(CCC(=O)O)nn3)CC2)nc(N2CCN(C(=O)[C@H](CCCCN)n3cc(CC(C)O)nn3)CC2)n1 (stereo partly drawn) | -1.2
CN(CC(=O)Nc1ccc(N2CCOCC2)cc1)C(=O)CSc1ccccc1F | 2.7
COc1ccccc1C(=O)COC(=O)C(NC(=O)Cc1ccccc1)C(C)C (stereo not drawn) | 1.2
Nc1ccccc1O | -1.5
CCOC(=O)C1=C(COC(=O)c2ccc([N+](=O)[O-])o2)NC(=O)NC1C (stereo not drawn) | -0.5
COc1ccc(-c2oc(=O)c3cc(OC)c(OC)cc3c2/C=C/c2ccc(F)cc2)cc1 | -1.1
COc1cc(C(=O)N2CCN(c3ccccc3F)CC2)ccc1OCC(=O)N1CCOCC1 | -4.2
COc1ccc(S(=O)(=O)N2CCN(CC(=O)N3CCOCC3)CC2)cc1OC | -1.9
O=C(c1ccccc1)c1ccc(C(=O)N2CCN(c3ccccc3Cl)CC2)cc1 | -1.3
O=C(OCCCc1cc2ccccc2c(=O)o1)c1ccco1 | -1.5
Cc1ccc(NC(=O)C2CC(=O)N(C(C)c3ccccc3)C2)cc1 (stereo not drawn) | -1.8
COc1ccc([C@H]2CC(=O)C=C(c3ccc(C)cc3)C2)cc1OC | -5.6
COc1ccccc1N(CC(=O)Nc1ccc(C)cc1Cl)S(=O)(=O)c1cccs1 | 0.9
O=C(C[C@@H]1C/C=C\C[C@H](Cc2ccc(F)cc2)C(=O)OCCNC1=O)NCCO | -4.3
O=C(CCN=C1NS(=O)(=O)c2ccccc21)OCc1nnc(-c2ccc([N+](=O)[O-])cc2)o1 | -0.4
CN(C(=O)CSc1nnc(C2CC2)n1-c1ccccc1)C1CCS(=O)(=O)C1 (stereo not drawn) | -1.2
COc1ccc(OC)c(C(C)NC(=O)C(C)n2cc([N+](=O)[O-])cn2)c1 (stereo not drawn) | -1.7
CC(OC(=O)c1cc(=O)c2ccccc2o1)C(=O)c1ccccc1 (stereo not drawn) | 3.5
CCN(C[C@H]1N[C@@](CC)(C(=O)OC)[C@H]2C(=O)N(Cc3ccccc3)C(=O)[C@@H]12)C(=O)Nc1ccc(OC)cc1 | -2.4
CC[C@]12c3[nH]c4ccccc4c3CCN1C(=O)C(CC(=O)NCc1cccc(C(F)(F)F)c1)C[C@@H]2C(=O)N1CCN(C(=O)c2ccco2)CC1 (stereo partly drawn) | 1.6
Cn1c(-c2ccc(F)cc2)cc2onc(-c3ccccc3Cl)c2c1=O | -1.7
O=C(COC(=O)c1cc(S(=O)(=O)N2CCOCC2)ccc1F)NCCc1ccc(F)cc1 | -1.6

Next part.
SMILES | GSK3 alpha inh
CSCCC(NC(=O)COc1ccccc1)C(=O)N1CCOCC1 (stereo not drawn) | -1.0
CC1CCN(c2ccc3c(c2)S(=O)(=O)c2cccc(C(=O)NC[C@@H]4CCCO4)c2C3=O)CC1 | 1.3
Cc1ccccc1-n1c(SCC(=O)NCC2CCCO2)nnc1-c1ccncc1 (stereo not drawn) | -3.4
CC(C)NC(=O)N(C)C[C@@H]1Oc2ccc(NC(=O)Nc3ccc(C(F)(F)F)cc3)cc2CC(=O)N([C@H](C)CO)C[C@@H]1C | -2.1
CCOC(=O)C1=C(COC(=O)C(C)(C)Oc2ccc(Cl)cc2)NC(=O)NC1C (stereo not drawn) | -2.2
O=C1OC(CC(=O)N(Cc2nnc(-c3ccccc3Cl)o2)C2CC2)c2ccccc21 (stereo not drawn) | -0.2
COc1ccc(CCC(=O)OCC(=O)c2ccc[nH]2)cc1OC | -6.2
C=CCn1c(SC(C)C(=O)NCC2CCCO2)nnc1-c1ccc(OC)cc1 (stereo not drawn) | -1.5
CCC(CO)Oc1cc(NCc2ccc(C)cc2)c2ncn(C(C)C)c2c1 (stereo not drawn) | 1.2
CN(CC(=O)Nc1ccc(Cl)c(C(F)(F)F)c1)C(=O)c1cccc2cccnc12 | 0.9
CCOC(=O)c1cc(-c2ccccc2C)n(CC2CC(c3ccc(OC)cc3)=NO2)n1 (stereo not drawn) | 0.1
COc1ccc(OCC(=O)OCC(=O)NC2CCCC2)cc1 | -1.0
O=C(CNC(=O)c1ccccc1)NCCCSc1ccccc1 | -3.5
Cc1cccnc1NC(=O)CNC(=O)C1CCCCC1 | -0.1
COc1ccccc1NS(=O)(=O)c1cccc(C(=O)NNC(=O)c2ccc(NC(C)=O)cc2)c1 | -0.3
CC(=O)c1c(C)[nH]c(C(=O)COC(=O)c2ccc(Cl)nc2)c1C | -0.5
COc1ccc(C(C)(C)C)cc1NC(=O)CCN1C(=O)NC(C)(C)C1=O | -3.9
N#Cc1ccccc1NC(=O)COC(=O)CN1C(=O)C2CCCCC2C1=O (stereo not drawn) | -3.8
CCOc1ccc(NC(=O)CN(C)C(=O)COc2cccc3c2OC(C)(C)C3)cc1OCC | -2.1
C#CCOCCOCCOCCNc1nc(N2CCN(C(=O)CCCCCCCCCCNC(=O)Cn3cc(C[C@@H](C)O)nn3)CC2)nc(N2CCN(C(=O)CCCCCCCCCCNC(=O)[C@@H](CCC(=O)O)n3cc(CCCCCN)nn3)CC2)n1 | 7.8
Cc1occc1C(=O)N1CCN(S(=O)(=O)c2ccc(F)cc2)CC1 | -1.6
O=C(O)/C(=C\c1c(C(=O)O)[nH]c2cc(Cl)cc(Cl)c12)c1ccccc1 | -2.7
CCOC(=O)[C@H]1[C@H]2COc3ccccc3[C@@H]2N2C(=O)c3ccccc3NC(=O)[C@@]12C | -1.7
O=C(OCC(=O)c1ccccc1Cl)C1=NN(c2ccccc2)C(=O)CC1 | -7.5
Cc1ccc(C)c(NC(=O)COC(=O)CC2CC3CCC2C3)c1 (stereo not drawn) | -2.6
CC(OC(=O)c1cc(S(=O)(=O)N2CCOCC2)ccc1Br)C(=O)N1CCOCC1 (stereo not drawn) | 1.5
CC1(C)C(=O)Nc2ccccc2N1C(=O)COC(=O)c1cccnc1 | 20.6
O=C(CCC(=O)NNC(=O)c1ccc(Cl)cc1Cl)NCc1ccccc1 | 1.0
COc1cc(OC)cc(-c2c(C#Cc3ccsc3)c3cc(-c4ccc(OC)c(F)c4)ccc3n2C)c1 | -2.3
COc1ccc(NS(=O)(=O)c2cc(N)ccc2N2CCCC2)cc1 | -1.6

Of the compounds above, these contain two or more sulfur atoms.
SMILES | GSK3 alpha inh
COc1ccc(S(=O)(=O)N2CCCCCC2)cc1C(=O)OCC(=O)NC1CCS(=O)(=O)C1 (stereo not drawn) | -0.6
CCc1cc2c(SCC(=O)NCC3CCCO3)ncnc2s1 (stereo not drawn) | -5.2
CCc1ccc(-n2c(SCC(=O)NC3CCS(=O)(=O)C3)nc3ccccc3c2=O)cc1 (stereo not drawn) | 0.8
CN1CCN(C(=O)CCCN2C(=O)/C(=C/c3ccc(Cl)cc3)SC2=S)CC1 | -1.3
COc1ccccc1N(CC(=O)Nc1ccc(C)cc1Cl)S(=O)(=O)c1cccs1 | 0.9
CN(C(=O)CSc1nnc(C2CC2)n1-c1ccccc1)C1CCS(=O)(=O)C1 (stereo not drawn) | -1.2

(continued)
| SMILES | GSK3 alpha inh |
| --- | --- |
| O=C(Cc1ccccc1F)Nc1cc(S(=O)(=O)N2CCOCC2)ccc1N1CCCC1 | -1.0 |
| O=C(Cc1ccccc1)Nc1ncnc2c1C(c1ccccc1)c1c(ccc3ccccc13)O2 (stereo not drawn) | -2.2 |
| Cc1ccc(N(C)S(=O)(=O)c2cccc(C(=O)N3CCN(Cc4ccccc4)CC3)c2)cc1 | -1.5 |
| COc1cc(/C=C/C(=O)OCC(=O)NCCC2=CCCCC2)cc(OC)c1OC | -0.2 |
| Cc1cc(C)cc(OCC(=O)OCC(=O)Nc2cc(C)nn2-c2ccccc2)c1 | -0.2 |
| CC(C(=O)N1CCCC1)N1CCN(S(=O)(=O)c2ccc(OC(F)(F)F)cc2)CC1 (stereo not drawn) | 3.0 |
| Cc1cn([C@H]2C[C@H](O)[C@@H](COS(=O)(=O)O)O2)c(=O)[nH]c1=O | -3.2 |
| Cc1ccc(S(=O)(=O)CCC(=O)OCC(=O)c2cc(C)n(C)c2C)cc1 | -0.1 |
| O=C(CC1(CC(=O)N2CCOCC2)CCCC1)Nc1ccc(F)cc1 | 0.4 |
| O=C(CN1C(=O)NC2(CCCC2)C1=O)Nc1cc(S(=O)(=O)N2CCCCC2)ccc1Cl | -1.0 |
| CCC(=O)c1ccc(OCC(=O)Nc2ccccc2N2CCOCC2)cc1 | 12.7 |
| O=C(COc1ccc2cc(Br)ccc2c1)N1CCOCC1 | -1.4 |

5 entries out of the list above, arranged by the value under GSK3 alpha inh, low to high:
| SMILES | GSK3 alpha inh |
| --- | --- |
| Cc1cn([C@H]2C[C@H](O)[C@@H](COS(=O)(=O)O)O2)c(=O)[nH]c1=O | -3.2 |
| O=C(CN1C(=O)NC2(CCCC2)C1=O)Nc1cc(S(=O)(=O)N2CCCCC2)ccc1Cl | -1.0 |
| Cc1cc(C)cc(OCC(=O)OCC(=O)Nc2cc(C)nn2-c2ccccc2)c1 | -0.2 |
| Cc1ccc(S(=O)(=O)CCC(=O)OCC(=O)c2cc(C)n(C)c2C)cc1 | -0.1 |
| O=C(CC1(CC(=O)N2CCOCC2)CCCC1)Nc1ccc(F)cc1 | 0.4 |

Source: PubChem (Broad Institute)
